Bioassay records: PubChem, several laboratories
RPL19A TOR yeast: alters RPL19A-GFP fluorescence in TOR pathway yeast screen | S. cerevisiae RPL19A-GFP strain, flow cytometry, 3 h; active compounds read low | 330,000 tested, 0.3% active | percent response vs DMSO, % at 10 µM;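 active = percent response vs DMSO below 50%; inconclusive = fewer than 70 events counted for the yeast strain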;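 note: median channel GFP fluorescence of the barcoded RPL19A-GFP strain; ratio of sample median GFP to plate DMSO average so 100% = DMSO; lower means less RPL19A-GFP as with rapamycin TOR inhibition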
Efflux pump inh: blocks antifungal efflux pumps in multiplex yeast assay; S. cerevisiae Candida pump triplex, Nile Red efflux; inhibition, % at 10 µM; 330,000 tested, 0.44% active;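 active = plate passing quality check with inhibition over a set limit, or well fluorescence over plate mean plus 4 SD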;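 note: Nile Red retained in pooled yeast measured as flow cytometry median fluorescence; 0% = buffer negative control and 100% = Enniatin B positive control; higher means more Nile Red kept so more efflux inhibition; some compounds called inactive have numbers as strong as hits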
AHR activator: activates the human aryl hydrocarbon receptor; 320,000 tested, 2.5% active; AHR-responsive luciferase reporter cells, luminescence; activation, % at 5 µM; in the data active = activation above about 47%;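 note: 0% = vehicle wells and 100% = reference agonist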
Target sequence (P35869 whole entry, looked up): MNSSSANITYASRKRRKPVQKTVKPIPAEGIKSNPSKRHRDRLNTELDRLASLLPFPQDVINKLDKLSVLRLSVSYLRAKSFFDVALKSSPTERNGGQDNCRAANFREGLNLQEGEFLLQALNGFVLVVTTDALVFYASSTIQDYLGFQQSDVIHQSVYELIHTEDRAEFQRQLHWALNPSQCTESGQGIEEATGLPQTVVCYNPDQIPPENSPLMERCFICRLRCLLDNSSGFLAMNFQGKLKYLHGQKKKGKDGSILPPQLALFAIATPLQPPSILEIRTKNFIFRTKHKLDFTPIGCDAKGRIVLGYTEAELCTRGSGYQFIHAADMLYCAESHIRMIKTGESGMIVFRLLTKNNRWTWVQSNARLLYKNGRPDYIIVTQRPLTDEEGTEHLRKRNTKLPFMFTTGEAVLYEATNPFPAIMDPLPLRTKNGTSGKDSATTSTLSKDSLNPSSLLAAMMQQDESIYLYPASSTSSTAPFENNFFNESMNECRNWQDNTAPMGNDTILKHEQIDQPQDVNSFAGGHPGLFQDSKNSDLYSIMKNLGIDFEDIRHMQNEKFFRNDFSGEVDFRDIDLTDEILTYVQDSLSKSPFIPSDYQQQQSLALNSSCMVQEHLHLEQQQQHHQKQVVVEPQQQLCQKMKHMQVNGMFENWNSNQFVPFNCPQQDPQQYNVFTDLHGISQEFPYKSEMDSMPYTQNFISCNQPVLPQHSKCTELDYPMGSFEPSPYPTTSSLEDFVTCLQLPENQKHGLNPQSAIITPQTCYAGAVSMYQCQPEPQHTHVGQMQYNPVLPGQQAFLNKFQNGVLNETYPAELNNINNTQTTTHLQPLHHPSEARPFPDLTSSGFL
CR mimetic SO: caloric restriction mimetics inhibiting age-related superoxide in yeast; 330,000 tested, 0.18% active; AID 2690; superoxide response (% of plate mean), % at 10 µM; S. cerevisiae aged cells, superoxide DHE fluorescence; active compounds read low;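 active = superoxide response under a set limit, about three screen SD below normal, cut at about 65% in these data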;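 note: yeast aged for seven days with compound at 30 °C before DHE staining; 100% = average MFI of all compound-treated wells on the plate with controls excluded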
LAP4 TOR yeast: yeast TOR pathway LAP4-GFP modulation | S. cerevisiae LAP4-GFP multiplex, flow cytometry GFP, 3 h; median GFP as percent of DMSO wells | GFP response vs DMSO, % at 10 µM | 320,000 tested, 0.34% active | AID 2023;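 active = GFP response vs DMSO above a set limit, about the screen mean plus 3 SD, cut at about 150% in these data; inconclusive = under 70 cell events counted for the yeast strain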
MEP2 TOR yeast: alters MEP2-GFP fluorescence in TOR pathway yeast screen. 330,000 tested, 0.51% active. S. cerevisiae MEP2-GFP strain, flow cytometry GFP, 3 h; 100% = DMSO control level. GFP response vs DMSO, % at 10 µM;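 active = GFP response versus DMSO above a set limit, roughly screen mean plus 3 SD, cut at about 180% in these data; inconclusive = fewer than 70 cells counted for a yeast strain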;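 note: median GFP fluorescence of the barcode-gated MEP2-GFP cells per well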
AGP1-GFP MLPCN: alters AGP1-GFP fluorescence in TOR pathway yeast screen. GFP response vs DMSO, % at 10 µM. S. cerevisiae AGP1-GFP multiplex flow cytometry, 3 h; GFP as percent of DMSO wells. AID 2066. 320,000 tested, 0.02% active;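 active = GFP response relative to DMSO above a set limit, near screen average plus 3 SD, cut at about 150% in these data; inconclusive = fewer than 70 cells counted for the yeast strain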;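 note: median GFP channel fluorescence of the gated AGP1 strain per well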
CIT2 TOR yeast: yeast TOR pathway CIT2-GFP modulation | 320,000 tested, 0.065% active | GFP response vs DMSO, % at 10 µM | S. cerevisiae CIT2-GFP strain, flow cytometry, 3 h; 100 means same as DMSO wells;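 active = GFP response relative to DMSO above a set limit, near the screen mean plus 3 SD, cut at about 150% in these data; inconclusive = Fewer than 70 cells measured for a yeast strain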;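 note: ratio of well median GFP fluorescence to mean of DMSO wells on the plate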
* marks the source's active call; other numbers are inactive results; u = inconclusive; x = not tested or not shown; [ ] = dose if it differs, or a comment.

SMILES | RPL19A TOR yeast | Efflux pump inh | AHR activator | CR mimetic SO | LAP4 TOR yeast | MEP2 TOR yeast | AGP1-GFP MLPCN | CIT2 TOR yeast
COc1ccc(OC)c(CNC(=O)C2CCN(S(=O)(=O)N3CCCCC3)CC2)c1 | 101.2 | 0.0 | 5.5 | 94.4 | 104.4 | 102.5 | 101.6 | 111.2
COc1ccc(NC(=O)c2ccccc2N(Cc2ccccc2)S(C)(=O)=O)c(OC)c1 | 109.2 | 0.0 | 5.6 | 105.2 | 87.7 | 104.5 | 103.2 | 110.1
O=C(Nc1ccccc1C(=O)N1CCCCCC1)c1cccc([N+](=O)[O-])c1 | 98.8 | 0.7 | 15.6 | 100.6 | 103.4 | 85.3 | 99.0 | 96.4
Cc1c(NC(=O)c2cc3ccccc3oc2=O)c(=O)n(-c2ccccc2)n1C | 98.3 | 0.0 | -0.4 | 87.2 | 98.3 | 100.8 | 101.3 | 95.2
O=C(c1cc(-c2ccncc2)nc2ccccc12)N1CCN(c2ccccc2O)CC1 | 97.1 | 0.0 | 24.0 | 115.3 | 89.5 | 96.7 | 94.3 | 96.9
O=c1[nH]cc(S(=O)(=O)NCc2ccccc2)c(=O)[nH]1 | 108.0 | -0.1 | 3.5 | 109.0 | 113.5 | 103.3 | 117.5 | 106.7
COCCNC(=O)C(OC(=O)c1nsc(Cl)c1Cl)C(C)C (configuration not stated) | 99.1 | -0.2 | 2.3 | 113.3 | 105.1 | 98.0 | 103.2 | 106.7
COC(=O)c1c(F)c(F)c(N2CCOCC2)c(F)c1F | 99.0 | 0.1 | 0.4 | 91.1 | 104.7 | 103.0 | 96.8 | 96.6
O=C(C1CCN(c2nnc(-n3cccc3)s2)CC1)N1CCc2ccccc2C1 | 100.7 | 0.0 | -0.8 | 94.7 | 93.5 | 91.8 | 94.6 | 89.6
Cn1cc(S(=O)(=O)Nc2ccc(Oc3ccccc3)cc2)c(=O)n(C)c1=O | 95.0 | 0.3 | -1.4 | 104.5 | 105.7 | 92.5 | 110.4 | 99.9
Cc1cc(SCC(N)=O)nc(SCC(=O)c2ccccc2)n1 | 100.2 | 0.3 | 1.2 | 120.7 | 99.1 | 90.8 | 99.0 | 95.4
O=C(CN1CCCCC1)N/N=C/c1cccc(Cl)c1 | 101.9 | -0.1 | 7.2 | 105.1 | 94.4 | 97.5 | 99.4 | 109.5
O=C(NC(=S)Nc1ccc(Br)cc1F)C1CCCCC1 | 98.1 | 0.0 | -1.2 | 83.3 | 101.7 | 101.9 | 99.5 | 99.8
O=C(Nc1ccccc1Cl)c1ccc2ccccc2c1 | 106.7 | -0.1 | 3.5 | 96.0 | 99.2 | 111.2 | 96.0 | 96.2
Cn1ncc2c(NCc3ccccc3)ncnc21 | 98.3 | 0.0 | -1.6 | 107.0 | 101.7 | 102.1 | 103.5 | 106.0
O=C(CN1CCOCC1)Nc1ccccc1Sc1ccc(Cl)cc1 | 108.8 | 0.1 | 2.4 | 83.0 | 100.1 | 111.0 | 103.8 | 108.4
CC(C)Oc1cc2oc(=O)c3c(c2cc1Cl)CCC3 | 93.9 | 0.0 | 0.3 | 97.4 | 95.8 | 91.1 | 91.8 | 85.7
COc1ccc2cc(C(N)=O)/c(=N/NC(=O)c3ccco3)oc2c1 | 101.5 | 0.0 | 22.3 | 88.8 | 86.6 | 102.0 | 91.4 | 97.2
O=C(Nc1cc(Cl)ccc1-n1cncn1)c1ccc(F)c(S(=O)(=O)N2CCOCC2)c1 | 99.3 | 0.1 | 6.9 | 89.0 | 99.6 | 100.4 | 102.3 | 91.7
O=S(=O)(Nc1ccc(S(=O)(=O)N2CCCC2)cc1)c1ccccc1Br | 94.4 | 0.1 | 16.4 | 87.9 | 93.6 | 98.9 | 92.1 | 89.1
CNS(=O)(=O)c1ccc(C)cc1 | 102.0 | -0.1 | 0.6 | 98.4 | 96.4 | 103.5 | 101.9 | 109.0
COc1ccc(OC)c(C(=O)COC(=O)c2ccc(C)o2)c1 | 99.3 | -0.1 | -0.2 | 105.2 | 107.8 | 98.8 | 95.7 | 101.6
O=C(COC(=O)CNC(=O)C1CCCCC1)Nc1ccc(Cl)cn1 | 97.5 | 0.2 | 3.8 | 105.1 | 103.0 | 99.1 | 101.8 | 100.8
Cc1ccc(OC(=O)C(F)(F)F)c2c1NCCC2 | 94.5 | 0.1 | 4.0 | 109.6 | 93.6 | 100.0 | 97.4 | 95.7
CCc1nnc(NC(=O)c2c(C)nn(-c3ccccc3)c2Cl)s1 | 100.8 | -0.1 | 0.3 | 96.8 | 105.7 | 105.9 | 94.9 | 107.4
CN(CC(=O)Nc1ccc(F)cc1)C(=O)c1cn(-c2ccccc2)nc1-c1cccs1 | 98.6 | 0.1 | 2.1 | 118.3 | 102.2 | 96.5 | 105.7 | 92.8
Cc1ccc(C(=O)NC(=S)Nc2ccc3c(c2)OCCO3)c(C)c1 | 98.3 | -0.1 | 5.2 | 101.1 | 107.6 | 105.7 | 103.6 | 104.5
COc1cccc(-c2nc(CS(=O)(=O)CC(=O)NCCc3ccccc3)c(C)o2)c1 | 103.9 | 0.1 | 1.4 | 123.7 | 92.9 | 97.6 | 105.1 | 100.8
O=C(O)Cc1c(-c2ccccc2)c2cc(Br)ccc2[nH]c1=O | 108.3 | -0.2 | 6.2 | 75.7 | 101.0 | 107.8 | 106.0 | 107.1
COc1ccc(C2SCC(=O)N2CCCN(C)C)cc1 (configuration not stated) | 99.6 | 0.2 | 1.4 | 108.9 | 91.8 | 99.8 | 94.5 | 90.3
COC(=O)C(NC(=O)c1c(C)nn(C)c1Cl)c1ccccc1 (configuration not stated) | 95.6 | -0.2 | -0.4 | 98.5 | 92.8 | 93.1 | 95.0 | 91.0
CCOC(=O)N1CCN(c2c(-c3ccc(C)c(C)c3)c(=O)c2=O)CC1 | 98.0 | 0.1 | -8.1 | 98.3 | 100.8 | 101.0 | 93.9 | 94.1
COc1ccccc1N(C)S(=O)(=O)c1ccc(Cl)c(C(=O)NNC(=O)c2ccccc2O)c1 | 101.8 | 0.1 | 24.7 | 109.4 | 99.9 | 100.7 | 101.5 | 98.3
Cc1ccccc1OCC(=O)NC(Cc1c[nH]c2ccccc12)C(=O)O (configuration not stated) | 96.9 | 0.0 | 3.4 | 92.5 | 99.7 | 98.4 | 95.2 | 92.1
Cc1ccc(NC(=O)CN2C(=O)c3ccccc3S2(=O)=O)cc1C | 93.3 | -0.1 | 13.4 | 106.7 | 92.4 | 100.7 | 91.3 | 107.4
CCC1Sc2ccc(S(=O)(=O)Nc3ccc(OC)cc3)cc2NC1=O (configuration not stated) | 105.9 | 0.4 | 1.0 | 93.9 | 102.3 | 113.0 | 101.3 | 100.1
CCOC(=O)N1CCC(NC(=O)c2cc(S(=O)(=O)N3CCOCC3)ccc2F)CC1 | 109.5 | 0.3 | -0.2 | 104.2 | 103.6 | 111.2 | 103.8 | x
Cc1ccc2nc3ccc(N4CCCC4)nn3c(=O)c2c1 | 95.1 | 0.0 | -3.6 | 96.0 | 99.5 | 104.5 | 98.9 | 98.0
CN(C(=O)CSc1nnc(-c2ccncc2)n1Cc1ccccc1)C1CCS(=O)(=O)C1 (configuration not stated) | 95.4 | 0.0 | -0.5 | 79.6 | 104.2 | 105.5 | 101.2 | 97.6
Cn1c(-c2cccc([N+](=O)[O-])c2)cnc1NCc1cccc(F)c1 | 101.0 | -0.1 | -3.1 | 96.0 | 103.2 | 115.6 | 103.5 | 102.5
COC(=O)c1ccc(NC(=O)C2CC3CCC2C3)cc1 (configuration not stated) | 107.3 | 0.1 | 3.3 | 103.0 | x | 94.1 | x | x
COC(=O)c1cc(C(=O)OCC(=O)NC2CCCCCCC2)cc([N+](=O)[O-])c1 | 94.0 | 0.2 | -0.9 | 107.8 | 110.7 | 90.4 | 94.6 | 89.9
Cc1cccc(-n2nc([N+](=O)[O-])c(=NCc3cccnc3)n2O)c1 | 99.5 | -0.2 | 8.3 | 97.0 | 107.5 | 96.3 | 97.3 | 98.7
COc1ccccc1CCC(=O)N1CCN(S(=O)(=O)c2cccc(F)c2)CC1 | u | 0.1 | -0.1 | 90.4 | 102.6[may fluoresce red and violet] | u | u | u
COc1cccc(CN2CCCC(N3CCc4ccccc4C3)C2)c1O (configuration not stated) | 101.4 | 0.1 | 36.4 | 93.0 | 86.6 | 104.8 | 100.5 | 104.7
COc1ccc(C(=O)OCC(=O)Nc2nc3c(F)c(F)c(F)cc3s2)cc1OC | 105.2 | 0.4 | -0.4 | 113.5 | 106.0 | 101.5 | 102.5 | 99.3
O=C(Nc1nccs1)c1ccc(Cl)c([N+](=O)[O-])c1 | 107.0 | 0.0 | 40.1 | 118.6 | 80.0 | 105.2 | 107.3 | 121.2
COc1ccc(C(CNC(=O)c2oc3cc(Br)ccc3c2C)N2CCCCC2)cc1 (configuration not stated) | 100.8 | 0.0 | 2.0 | 120.6 | 91.5 | 97.8 | 98.3 | 99.2
Cc1ccc2c(c1)N(CC(=O)NCc1cccs1)C(=O)C(C)O2 (configuration not stated) | 104.1 | -0.3 | 9.2 | 88.9 | 110.4 | 109.4 | 116.9 | 102.3
O=C(NCCN1CCOCC1)c1cn(-c2ccccc2)nc1-c1cccs1 | 98.8 | 0.1 | 5.3 | 108.3 | 94.1 | 99.5 | 95.8 | 95.2
Going on with the list:
SMILES | RPL19A TOR yeast | Efflux pump inh | AHR activator | CR mimetic SO | LAP4 TOR yeast | MEP2 TOR yeast | AGP1-GFP MLPCN | CIT2 TOR yeast
O=C(COc1coc(CN2CCc3ccccc32)cc1=O)Nc1ccc([N+](=O)[O-])cc1 | 101.2 | 0.1 | 2.3 | 89.3 | 108.6 | 111.6 | 104.9 | 113.2
C[C@H](CO)N1C[C@H](C)[C@@H](CN(C)Cc2ccncc2)Oc2c(NS(=O)(=O)c3cccs3)cccc2C1=O | 96.6 | -0.3 | 0.9 | 94.1 | 89.2 | 91.2 | 92.8 | 105.6
Cc1cccc(CC(=O)N2CCOCC2)c1 | 97.0 | 0.0 | 0.6 | 99.9 | 96.1 | 104.0 | 102.6 | 104.7
COc1cccc(NC(=O)c2cccc(N3C(=O)C4C5C=CC(C5)C4C3=O)c2)c1 (configuration not stated) | 102.3 | -0.1 | 5.1 | 110.1 | 96.1 | 107.0 | 99.2 | 99.2
CNC(=O)c1cc2c(s1)CCCCCC2 | 92.7 | 0.0 | -0.3 | 100.1 | 99.0 | 93.9 | 93.0 | 98.0
Cc1ccc(N2CC(C(=O)NC3=NCCS3)CC2=O)cc1 (configuration not stated) | 98.0 | 0.0 | 1.9 | 108.7 | 104.4 | 103.5 | 101.7 | 101.6
O=C(N/N=C/CCc1ccccc1)c1ccccc1 | 94.1 | 0.0 | 3.8 | 99.7 | 88.0 | 98.3 | 94.5 | 92.5
CC(OC(=O)CCc1cc(C(C)(C)C)c(O)c(C(C)(C)C)c1)C(=O)NC1CC1 (configuration not stated) | 103.7 | 0.0 | 4.2 | 89.4 | 103.3 | 109.8 | 112.5 | 109.5
